# PI5P4K alpha inh – qHTS for Inhibitors of phosphatidylinositol 5-phosphate 4-kinase (PI5P4K). Phosphatidylinositol 5-phosphate 4-kinase type-2 alpha (Homo sapiens), P48426. PI5P4Kalpha enzyme, ADP-Glo luminescence, 60 min; stronger effect = lower value. max response, %. hit rate 1.2% among 330,000. AID 652105, 2013; active means max response of -50% or lower; inconclusive means between -30% and -50%; inactive means -30% or higher; further: value at the top dose of about 77 µM; on the % scale 0 is the no-effect control and ±100 the full control effect
#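 PI5P4Kalpha ADP-Glo assay; 5 microM ATP final; 60 min RT reaction; HEPES pH 7.4/EGTA/CHAPS, 5% DMSO; controls lacking substrate or enzyme; luminescent end-point.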
# EPAC1 antagonist – qHTS for Antagonist of cAMP-regulated guanine nucleotide exchange factor 3 (EPAC1): primary screen | Rap guanine nucleotide exchange factor 3 (Homo sapiens), O95398 | EPAC1 GEF assay, Rap1b-BODIPY-GDP exchange fluorescence | Potency, µM (titrated, usually from 115 µM), without a hit: top-dose activity change, negative = inhibition, actives largely listed as inhibitors | hit rate 0.14% among 360,000 | AID 720709, 2013;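 further: potency means the concentration at half of the fitted maximal effect; plate controls were vehicle for no effect and positive control for full effect; nearly all actives have a fitted effect of over 50% in size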
# Target sequence (O95398 whole entry, looked up): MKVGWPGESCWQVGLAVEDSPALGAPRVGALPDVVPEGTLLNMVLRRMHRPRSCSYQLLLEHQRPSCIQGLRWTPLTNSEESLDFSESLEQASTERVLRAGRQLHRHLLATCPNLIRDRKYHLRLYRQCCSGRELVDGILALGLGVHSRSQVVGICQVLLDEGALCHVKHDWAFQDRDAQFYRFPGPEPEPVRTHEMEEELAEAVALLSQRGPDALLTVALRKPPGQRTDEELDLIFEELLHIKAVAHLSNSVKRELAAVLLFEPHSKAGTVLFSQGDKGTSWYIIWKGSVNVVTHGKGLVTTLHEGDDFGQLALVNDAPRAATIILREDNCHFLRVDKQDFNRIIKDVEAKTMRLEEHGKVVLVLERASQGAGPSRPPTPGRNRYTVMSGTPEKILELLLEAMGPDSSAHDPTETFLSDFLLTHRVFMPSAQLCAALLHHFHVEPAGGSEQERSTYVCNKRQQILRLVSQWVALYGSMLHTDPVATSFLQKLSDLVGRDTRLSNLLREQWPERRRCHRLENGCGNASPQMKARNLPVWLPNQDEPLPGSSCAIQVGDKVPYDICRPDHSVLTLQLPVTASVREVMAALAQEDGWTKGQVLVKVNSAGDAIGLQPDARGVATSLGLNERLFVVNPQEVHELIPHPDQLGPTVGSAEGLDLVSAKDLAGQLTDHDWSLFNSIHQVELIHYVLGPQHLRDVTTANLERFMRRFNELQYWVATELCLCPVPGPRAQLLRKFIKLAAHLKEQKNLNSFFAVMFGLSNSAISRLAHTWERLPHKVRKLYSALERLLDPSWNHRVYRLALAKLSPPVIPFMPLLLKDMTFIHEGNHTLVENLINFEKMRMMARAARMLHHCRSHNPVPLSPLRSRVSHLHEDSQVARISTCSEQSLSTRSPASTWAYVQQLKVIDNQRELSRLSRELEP
# WRN helicase inh – qHTS for Inhibitors of WRN Helicase; Bifunctional 3'-5' exonuclease/ATP-dependent helicase WRN (Homo sapiens), Q14191; WRN helicase unwinding, fluorescent forked duplex, kinetic; Potency, µM (highest dose often 114 µM), without a hit: at the highest dose activity change, negative = inhibition, hits mostly inhibitors; hit rate 0.46% among 360,000; AID 651768, 2012; further: potency means the concentration at half of the fitted maximal effect; on the % scale 0 is the no-effect control and ±100 the full control effect; nearly all actives have a fitted effect of over 55% in size
#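 Screening of the MLSMR collection measured strand separation of a quenched forked DNA duplex (100 nM) by 20 nM WRN with 2 mM ATP, all final. Compounds were preincubated with enzyme 15 min at room temperature.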
# CCT chaperon mod – High-Throughput Screening for Modulators of Cytosolic Chaperonin Activity; purified chaperonin ATPase assay, HTRF ADP detection, 30 min; hit rate 0.3% among 360,000; activity change, % (no concentration beside the values), hits read low; AID 651819, 2012; in the data active means activity change below about -30%; further: on the % scale 0 is the no-effect control and ±100 the full control effect
#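 We incubate TRiC, 40 or 20 nM final, with library compounds at 76 uM and 10 uM ATP for 30 min at 37 °C. ADP formed is detected with Transcreener HTRF reagents after 30 min at room temperature.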
# IL-2 act – qHTS of IL-2 Activators | IL-2 activation reporter assay, cell-based qHTS; stimulated with anti-CD3/CD4/CD28 beads; in transgenic mouse T cells | activation, % (series mostly up to about 46 µM) | hit rate 0.065% among 360,000; in the data active means activation above about 50%; inconclusive means mostly about 30% to 49%; further: 0% is about no effect
#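 Quantitative HTS in unstimulated transgenic mouse T cells, with memory T cells as non-tolerant control and PMA/ionomycin as tolerance-bypass control. Compound pretreatment lasted 60 minutes before 18 h bead stimulation; EGFP/DsRed fluorescence read.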
# EPAC2 ag – qHTS for Agonist of cAMP-regulated guanine nucleotide exchange factor 4 (EPAC2): primary screen | hit rate 0.079% among 360,000 | Potency, µM (top dose mostly 154 µM), inactives show top-dose activation, usual class: activators | EPAC2 activation, biochemical qHTS; response scale: 100% = 6.5 mM cAMP response; further: potency means the concentration at half of the fitted maximal effect; nearly all actives have a fitted effect of over 50% in size
#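 Compounds were titrated in qHTS against a Rap1B-BODIPY-GDP (250 nM) complex with EPAC2 (100 nM) and GDP (50 uM). BODIPY-GDP release tracked at 480/540 nm over 30 min at room temperature, normalized to 6.5 mM cAMP.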
# PLK1 PBD block – qHTS for Inhibitors of PLK1-PDB (polo-like kinase 1 - polo-box domain): Primary Screen | Serine/threonine-protein kinase PLK1 (Homo sapiens), P53350 | Plk1 PBD binding of FITC phosphopeptide, fluorescence polarization | Potency, µM, without a hit: max response, negative = inhibition, usual class: inhibitors | hit rate 2.8% among 360,000; further: potency means the concentration at half of the fitted maximal effect; series mostly up to about 57 µM; on the % scale 0 is the no-effect control and ±100 the full control effect; nearly all actives have a fitted effect of over 65% in size
# EPAC1 agonist – qHTS for Agonist of cAMP-regulated guanine nucleotide exchange factor 3 (EPAC1): primary screen; EPAC1 agonist qHTS, biochemical assay; response scale: 100% = response to 6.5 mM cAMP; hit rate 0.073% among 360,000; Potency, µM (titrated, usually from 154 µM), for inactives: top-dose activation, hits mostly activators; further: potency means the concentration at half of the fitted maximal effect; nearly all actives have a fitted effect of over 60% in size
#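 Normalized to 6.5 mM cAMP, activity reflects EPAC1-catalysed release of BODIPY-GDP from Rap1B, followed kinetically over 30 min at 480 nm excitation, 540 nm emission. Reaction contained 100 nM EPAC1, 250 nM Rap1B-BODIPY-GDP, 50 uM GDP.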
# Starred values were filed as active, the others as inactive; ? = inconclusive; nt = not tested or not shown; [ ] = another dose, or the depositor's remark. Unless noted, the call rests on the fitted dose curve; in most records, active means well fitted curve in the direction sought with a large enough effect; inconclusive means small, poorly fitted or top-dose-only effect, or another doubt; inactive means no such curve, though single readings can be large; an effect the other way counts as inactive or inconclusive. Not all compounds are listed; rates above refer to the full screens.
SMILES,PI5P4K alpha inh,EPAC1 antagonist,WRN helicase inh,CCT chaperon mod,IL-2 act,EPAC2 ag,PLK1 PBD block,EPAC1 agonist
CCOC(=O)CCCCCC(=O)Nc1ccc2c(c1)C(=O)N([C@H](C)CO)C[C@H](C)[C@H](CN(C)C(=O)C1CCCCC1)OCCCC[C@@H](C)O2,2,-4%,-3%,-0.8,-0.3,-6%,-28%,-14%
CCOC(=O)C1=C(C)NC(=S)NC1c1ccc(-c2ccc(Cl)cc2)o1 (stereo not given),7,-27%,-18%,-2.3,-0.2,0%,-12%,11%
Cc1cccc(NNC(=S)Nc2ccccc2)c1,-1,6%,22%,1.4,-4.2,5%,?,-14%
COc1ccc(-n2nnnc2SCC(=O)N2C(C)CCCC2C)c(OC)c1 (stereo not given),nt,3%,-3%,-9.8,-1.0,9%,-4%,5%
O=C(Nc1ccn(Cc2ccc(Cl)cc2)n1)c1ccccc1,-5,-13%,-2%,-2.4,-0.1,16%,-7%,2%
O=c1cc(Nc2ccc3c(c2)OCCO3)[nH]c(=O)n1-c1ccc(Cl)cc1,-4,?,-3%,0.6,-1.6,11%,-3%,-18%
CCC(C)NS(=O)(=O)c1ccc(OCC(=O)NCC2CCCO2)cc1 (stereo not given),nt,6%,-7%,1.9,-1.0,3%,2%,-3%
CN(C)C(=O)CSc1nc(SCC(=O)N(C)C)n(-c2ccccc2)n1,nt,7%,-8%[57.1 µM],-0.7,-1.4,8%,-8%,1%
Cc1ccc(OCCNC(=O)CNC(=O)c2ccccc2Cl)cc1,-6,-4%,2%,0.6,0.1,-3%,1%,-8%
Cc1ccc(OCCNC(=O)C(=O)NCc2ccco2)cc1,2,28%,1%,0.4,2.8,5%,0%,-2%
CC1(C)CC(=O)C=C(c2ccc(F)cc2OCc2ccccc2)C1,5,-5%,-6%,-0.9,-0.5,6%,-5%,-1%
COc1ccc(NC(=O)c2cc(-c3ccc(F)cc3C)n[nH]2)cc1OC,-3,-15%,-9%,1.6,-0.7,-1%,-5%,-2%
Cc1cc(C)c(S(=O)(=O)NCc2nc3nc(C)cc(C)n3n2)c(C)c1,-7,10%,5%,0.6,2.4,-1%,0%,-19%
Cc1ccc(Nc2nc(=O)[nH]nc2C)cc1,nt,4%,1%,-1.0,-3.6,1%,-8%,-5%
COc1ccccc1-c1nc(SCC(=O)O)n[nH]1,5,9%,6%,3.1,3.4,8%,-15%,1%
O=C1N(CN2C(=O)C3(OCCO3)c3ccccc32)c2ccccc2C12OCCO2,4,-6%,-8%,2.7,-0.5,10%,-9%,17%
CCOC(=O)c1cnc(-n2nc(C)cc2C)nc1Oc1ccc(C#N)cc1,-4,4%,3%,1.0,-0.1,4%,-14%,12%
CC(=O)c1cccc(NC(=O)C2(c3ccccc3)CC2(Cl)Cl)c1 (stereo not given),5,3%,-4%,-0.8,-3.3,-1%,-1%,-8%
Nc1nc(Nc2ccccc2)nc(N2CCOCC2)c1[N+](=O)[O-],4,?,2%,-2.3,-2.5,14%,-6%,-4%
CN(C)C(=S)Nc1ccc(Cl)cc1,11,8%,1%,1.1,0.5,8%,1%,8%
CC(C)[C@H](NS(=O)(=O)c1ccccc1)C(=O)OCn1nnc2ccccc2c1=O,3,5%,-4%,1.6,0.2,3%,-10%,0%
COc1cc(NC(=O)Cn2c(C)cc3ccccc3c2=O)cc(OC)c1OC,1,11%,-3%,0.5,3.7,-8%,0%,5%
COc1ccc(S(=O)(=O)N2CCSC2c2ccccc2)cc1 (stereo not given),nt,0%,-14%,-3.3,0.1,10%,1%,6%
CC1Cc2ccccc2N1CC(=O)Nc1ccc(S(N)(=O)=O)cc1 (stereo not given),-3,10%,-4%,0.0,-6.2,12%,-3%,-4%
Cc1ccc(NC(=O)CN(C)C(=O)c2sc3cc(Cl)ccc3c2Cl)cc1,-4,10%,-6%,-3.2,-3.0,2%,-8%,-3%
CN(C(=O)c1ccc(OC2CCN(S(=O)(=O)N(C)C)CC2)cc1)C1CCCCC1,3,12%,4%,-2.1,-0.7,5%,4%,1%
O=C(CCNC(=O)c1ccc(Br)cc1)NCc1ccncc1,-8,-18%,-1%,-1.2,0.4,9%,-4%,-22%
O=C(NCCCN1CCOCC1)C1CC(=O)N(C2CCCCC2)C1 (stereo not given),1,-25%,-3%,0.1,0.2,17%,-3%,8%
CCN(Cc1ccccc1)N=Nc1ccccc1,4,10%,5%,0.7,0.8,-6%,4%,3%
O=C(NC1CCN(S(=O)(=O)c2ccc(F)cc2)CC1)C1CCCCC1,-20,23%,-2%,-0.7,0.5,14%,-2%,7%
CSCCC(NC(=O)c1ccccc1)C(=O)N/N=C(\C)c1ccccc1 (stereo not given),-4,3%,3%,-0.7,0.3,1%,-3%,-2%
CN(C)C(=O)/C(=C\c1ccncc1)NC(=O)c1ccccc1,0,42%[activator],-8%,-2.2,-3.4,4%,-5%,-6%
CC1CCc2c(nc3sc4c(c3c2N)CCCC4)C1 (stereo not given),3,-19%,-3%,-2.3,-0.2,-5%,-1%,-2%
O=C(N[C@@H](Cc1ccc(Br)cc1)C(=O)O)OCC1c2ccccc2-c2ccccc21,20,?,-23%,0.1,2.1,6%,-19%,-15%
Cc1cccc(OCCSCc2nc3ccccc3[nH]2)c1,0,5%,5%,1.0,0.1,21%,0%,8%
CN(C(=O)CSc1n[nH]c(-c2cccs2)n1)C1CCS(=O)(=O)C1 (stereo not given),5,-1%,-10%,-0.3,-0.6,8%,-2%,8%
O=C(NC(=S)NCC1CCCO1)c1ccccc1F (stereo not given),-7,12%,11%,-3.4,-0.3,-6%,-4%,-12%
CC1CCCC(C)N1C(=O)COC(=O)Cc1ccc(F)cc1 (stereo not given),-5,-20%,-4%,-0.1,0.8,11%,-8%,-7%
Cc1ccc(S(=O)(=O)Oc2ccccc2/C=N/NC(=O)c2c(Cl)cnn2C)cc1,nt,2%,3%,-0.3,-2.1,14%,0%,17%
O=C(NC1CCCCCCC1)c1cnccn1,4,7%,-5%,1.3,-0.7,4%,2%,0%

# Entries above containing two or more sulfur atoms:
SMILES,PI5P4K alpha inh,EPAC1 antagonist,WRN helicase inh,CCT chaperon mod,IL-2 act,EPAC2 ag,PLK1 PBD block,EPAC1 agonist
CN(C)C(=O)CSc1nc(SCC(=O)N(C)C)n(-c2ccccc2)n1,nt,7%,-8%[57.1 µM],-0.7,-1.4,8%,-8%,1%
COc1ccc(S(=O)(=O)N2CCSC2c2ccccc2)cc1 (stereo not given),nt,0%,-14%,-3.3,0.1,10%,1%,6%
CN(C(=O)CSc1n[nH]c(-c2cccs2)n1)C1CCS(=O)(=O)C1 (stereo not given),5,-1%,-10%,-0.3,-0.6,8%,-2%,8%

# Results in PLK1 PBD block, for 2 of the compounds above:
canonical_smiles	PLK1 PBD block
O=C(NC1CCN(S(=O)(=O)c2ccc(F)cc2)CC1)C1CCCCC1	-2%
CCN(Cc1ccccc1)N=Nc1ccccc1	4%

# New compounds follow:
SMILES,PI5P4K alpha inh,EPAC1 antagonist,WRN helicase inh,CCT chaperon mod,IL-2 act,EPAC2 ag,PLK1 PBD block,EPAC1 agonist
CCOC(=O)N1CCC(NC(=O)Cn2ncc3c4ccccc4n(C)c3c2=O)CC1,0,10%,5%,0.2,-0.1,-11%,-4%,-11%
Cc1ccc(NC(=O)c2cnn(-c3ccccc3)c2NC(=O)c2ccco2)cc1,?,6%,-20%,2.5,-0.9,-7%,3.4µM*,4%
O=C(Nc1cccc(C(=O)N2CCCCC2)c1)C1CC1,-5,0%,8%,-48*,0.9,9%,-1%,-10%
CSc1oc(-c2ccco2)nc1S(=O)(=O)c1ccc(C)cc1,-8,-4%,-7%,-1.5,-0.1,5%,-13%,3%
CNC(=O)OC1CC2CC1[C@H]1CCCCN1C2=O (stereo not given in full),-1,1%,-1%,0.6,-0.3,12%,-4%,9%
O=C(NC1CCCCC1)C1CC(=O)N(CCc2ccc(F)cc2)C1 (stereo not given),-4,23%,11%,2.6,-0.2,4%,-14%,-4%
O=C(COC(=O)c1ccccn1)Nc1ccccc1Cl,-2,-11%,-33%[57.1 µM],-1.1,0.4,9%,-11%,-6%
Cc1cccc(N2CCN(C(=O)c3cn(C)c(=O)c4c3c3ccccc3n4C)CC2)c1C,nt,-10%,-2%,1.9,-1.6,10%,-8%,16%
CCCN(CC1CC1)c1nc(N)c2c(N)nc(OC)cc2c1C#N,-5,?,-24%,-1.5,-0.1,-16%,?,1%
Cc1cccc(Cn2c(N3CCCCC3C)nc3c2c(=O)[nH]c(=O)n3C)c1 (stereo not given),-2,-4%,-2%,-0.6,-4.0,8%,0%,-22%
OCc1nc2ccccc2n1CC(O)Cn1ccc2ccccc21 (stereo not given),13,6%,1%,-3.0,-0.6,-11%,-1%,0%
COc1nc(-c2ccccc2)ccc1-c1noc(-c2ccccc2)n1,29,-4%,-6%,-5.8,-0.1,-81%[15.6 µM],7%,18%
CCn1cc(C(=O)N2CCc3ccccc32)c(=O)c2cc(S(=O)(=O)N3CC(C)CC(C)C3)ccc21 (stereo not given),0,-17%,-4%,-4.3,-0.1,-8%,5%,-8%
COc1cccc2cc(-c3cc(=O)oc4ccc(OCC(C)=O)cc34)oc12,4,-17%,3%,-1.0,0.0,3%,4%,-11%
CCc1cc2c(=O)c(-c3cscn3)coc2c(CN(C)C)c1O,-11,-3%,-10%,-0.3,0.1,-12%,-6%,-6%
COc1ccc(C(=O)N2CCC(C(=O)Nc3ccccc3OC)CC2)cc1,nt,-11%,9%,-1.0,2.0,-2%,-6%,0%
COc1ccc(CNc2nc(Cl)c(C#N)s2)cc1,11,-7%,-5%,-0.1,-1.0,5%,-9%,-1%
CC1(C)Cc2c(sc3nc(SCC(=O)NCc4ccccc4)n(-c4ccccc4)c(=O)c23)CS1,2,9%,1%,2.5,-1.3,2%,-13%,8%
Cn1c(SCc2cccc([N+](=O)[O-])c2)nc2ccccc2c1=O,9,-7%,-7%,-39*,-3.3,15%,-10%,4%

# High-throughput results from PubChem.
